Source: PubChem
ERAP1 inh = ERAP1 (human) enzyme inhibition; Q9NZ08; recombinant ERAP1, Leu-AMC fluorescence, 60 min; inhibition, % at 10.7 µM; 0.15% of 340,000 active;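 active = mean replicate inhibition of at least 30%, or all replicates individually reaching that 30% level; inactive = mean below 30% and not every replicate reaching it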;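 note: 0% = neutral control wells and 100% = L-leucinethiol positive control wells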
PGC1a acetyl inh = lowers PGC1a acetylation signal in U2OS cells. AlphaScreen anti-acetyl-lysine; with virally co-expressed GCN5 acetyltransferase. inhibition, % at 15.6 µM. 0.17% of 350,000 active;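 active = every replicate shows inhibition of at least 40%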;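 note: 0% = neutral control wells and 100% = positive control wells; some results beyond the cut were filed as inactive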
E-selectin induc = E-selectin induction on HUVECs; P16581; HUVEC E-selectin immunofluorescence imaging; normalized: neutral wells 0, TNF-alpha wells 100; activation, % at 7.58 µM; 0.37% of 260,000 active; AID 686992;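 active = mean E-selectin-positive cell signal at least 10% of the positive control, reached in at least 60% of replicates, without over 20% cell loss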;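 note: in these data hits start at about 27%; measured in HUVEC primary endothelial cells; signal is the percent of cells scored E-selectin positive by PE staining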
Target sequence (P16581 whole entry, looked up): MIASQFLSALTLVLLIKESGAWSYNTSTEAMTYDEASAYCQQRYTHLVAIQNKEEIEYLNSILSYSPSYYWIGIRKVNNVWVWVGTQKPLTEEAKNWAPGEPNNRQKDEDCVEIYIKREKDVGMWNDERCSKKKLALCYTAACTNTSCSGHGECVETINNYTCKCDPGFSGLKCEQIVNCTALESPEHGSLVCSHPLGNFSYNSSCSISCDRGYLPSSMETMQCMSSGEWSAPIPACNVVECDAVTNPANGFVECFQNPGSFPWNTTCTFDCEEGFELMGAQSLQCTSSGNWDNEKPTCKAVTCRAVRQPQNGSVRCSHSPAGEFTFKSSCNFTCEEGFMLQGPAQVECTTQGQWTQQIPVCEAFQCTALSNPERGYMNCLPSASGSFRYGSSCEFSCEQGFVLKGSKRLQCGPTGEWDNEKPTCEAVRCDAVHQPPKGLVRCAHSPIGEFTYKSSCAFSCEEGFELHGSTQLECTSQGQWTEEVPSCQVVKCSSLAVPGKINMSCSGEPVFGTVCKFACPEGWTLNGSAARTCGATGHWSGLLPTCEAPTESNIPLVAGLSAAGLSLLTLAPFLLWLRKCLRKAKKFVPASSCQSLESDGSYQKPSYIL
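Test system: HUVEC | Signal: Immunofluorescence imaging | Read-out: Percent E-selectin-positive cells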
RAD52 inh = inhibitors of human RAD52 DNA annealing. P43351. recombinant RAD52 DNA annealing, FRET fluorescence. inhibition, % at 18.7 µM. 0.46% of 360,000 active. AID 651710;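 active = every replicate showing at least 50% inhibition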
Target sequence (P43351 whole entry, looked up): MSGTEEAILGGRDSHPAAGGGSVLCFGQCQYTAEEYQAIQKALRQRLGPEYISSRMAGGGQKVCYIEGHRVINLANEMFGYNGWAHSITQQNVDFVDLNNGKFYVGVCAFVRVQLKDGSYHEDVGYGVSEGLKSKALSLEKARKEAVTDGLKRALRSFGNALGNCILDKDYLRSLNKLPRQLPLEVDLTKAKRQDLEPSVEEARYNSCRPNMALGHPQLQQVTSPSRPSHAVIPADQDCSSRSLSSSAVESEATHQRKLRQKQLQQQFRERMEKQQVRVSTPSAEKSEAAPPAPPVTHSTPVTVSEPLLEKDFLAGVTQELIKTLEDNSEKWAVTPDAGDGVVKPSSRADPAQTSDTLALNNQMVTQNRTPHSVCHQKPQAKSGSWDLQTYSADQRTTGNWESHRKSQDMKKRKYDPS
RAD54 branch = blocks human RAD54 Holliday junction branch migration | AID 602329 | 0.14% of 360,000 active | FAM/BHQ fluorescence | Q92698 | inhibition, % at 10.4 µM;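 active = mean normalized replicate activity at least 40 and at least half of replicates scoring 40 or more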;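 note: 0% = median of neutral control wells and 100% = median of positive control wells; inhibitors cause a drop in the FAM fluorescence signal; in these data hits start at about 50%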
Cneo AK release = causes C. neoformans cell lysis; adenylate kinase release luminescence, 4 h; normalised: neutral wells 0, clomiphene wells 100; lysis activity, % at 15 µM; 0.2% of 360,000 active;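 active = mean lysis activity across replicates of at least 80%, whatever share of replicates individually reach that level; inactive = mean lysis activity below 80%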
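Assay system: C. neoformans cells. Amount: yeast cell density of 5 × 10^6 cells/mL. Technique: AK luminescence. Buffer or medium: YPD. Times: static 4 h at 37 °C with compound, 1 h detection. Dosing: single-point compound dose. Read-out: lysis from increased AK signal.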
miR-122 sensor = blocks miR-122 activity in Huh7 sensor cells; Huh7 miR-122 Renilla luciferase sensor, 48 h; neutral wells = 0, positive control = 100; activation (reporter increase), % at 12.5 µM; 0.3% of 340,000 active; AID 602342;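 active = mean replicate activation score at least 90 and every replicate individually at or above 90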;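 note: higher luciferase means less miR-122 activity so hits act as miR-122 inhibitors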
PglD inh = blocks C. jejuni PglD acetyltransferase activity; purified PglD enzyme, DTNB colorimetric CoA detection; inhibition, % at 12.5 µM; 0.098% of 360,000 active; AID 602405; in the data active = inhibition above about 16%, passing the limit was not always enough; note: strong numbers were not always called active
* hit, by the source's call; [ ] = dose if it differs, or a comment.

What do the screens show for `CNC(=O)[C@@]1(C)C=C[C@@H](Cc2ccccc2)N1C(=O)OC`?
PGC1a acetyl inh: -5; E-selectin induc: 0.0; RAD54 branch: 8; Cneo AK release: 1; miR-122 sensor: 133*; PglD inh: -3

How did CCC(C)C(NC(=O)c1ccccc1NC(=O)c1ccccc1)C(=O)N1CCOCC1 (stereo not drawn) do in these assays?
ERAP1 inh: 0; RAD52 inh: -20; RAD54 branch: -1; Cneo AK release: 0; miR-122 sensor: 7; PglD inh: 3

Results for O=C(NC1CC1)C1CCN(C2CCN(C(=O)c3ccc(C(F)(F)F)cc3)CC2)CC1 ?
ERAP1 inh: -1; PGC1a acetyl inh: -6; E-selectin induc: 7.6; RAD52 inh: -9; RAD54 branch: -3; Cneo AK release: 6; miR-122 sensor: -7; PglD inh: -2

Results for Cc1ccc(CS(=O)Cc2ccc(C(=O)NCCCc3ccccc3)o2)cc1 (stereo not drawn) ?
ERAP1 inh: -2; PGC1a acetyl inh: -6; E-selectin induc: -0.2; RAD52 inh: -8; RAD54 branch: 4; Cneo AK release: 6; miR-122 sensor: -2; PglD inh: 5

What do the screens show for `Cc1ccc(Cc2c(-c3ccc(C#N)cc3)nc3ccc(Br)cn23)cc1`?
ERAP1 inh: -3; PGC1a acetyl inh: -8; RAD52 inh: -38; RAD54 branch: -6; Cneo AK release: 2; miR-122 sensor: 2; PglD inh: -3

How did N#CCOc1ccccc1/C=N/n1nnnc1N do in these assays?
ERAP1 inh: 0; PGC1a acetyl inh: -18; RAD52 inh: -13; RAD54 branch: 8; Cneo AK release: 3; miR-122 sensor: -4; PglD inh: 3

What do the screens show for `CCOc1ccc(N2C(=O)CCC2=O)cc1`?
PGC1a acetyl inh: 0; RAD54 branch: -11; Cneo AK release: -1; miR-122 sensor: -9; PglD inh: -1

Results for Cc1ccc(S(=O)(=O)N2CCN(c3ncnc4scc(-c5ccc(F)cc5)c34)CC2)cc1 ?
ERAP1 inh: -1; PGC1a acetyl inh: 8; RAD52 inh: 0; miR-122 sensor: -4

How did CCCn1c(=S)[nH]c2cc(C(=O)N3CCc4ccccc43)ccc2c1=O do in these assays?
PGC1a acetyl inh: -5; RAD54 branch: -10; Cneo AK release: -2; miR-122 sensor: -6; PglD inh: 4

How did Cc1cc(C(=O)N2CCC(CO)(Cc3cccc(C(F)(F)F)c3)CC2)n[nH]1 do in these assays?
ERAP1 inh: -3; PGC1a acetyl inh: -2; E-selectin induc: 0.8; RAD52 inh: -12; RAD54 branch: 6; Cneo AK release: 0; miR-122 sensor: -3; PglD inh: 3

Of the compounds above, 2 contain an NH in an aromatic ring.
How did CCCn1c(=S)[nH]c2cc(C(=O)N3CCc4ccccc43)ccc2c1=O do in these assays?
PGC1a acetyl inh: -5; RAD54 branch: -10; Cneo AK release: -2; miR-122 sensor: -6; PglD inh: 4

How did Cc1cc(C(=O)N2CCC(CO)(Cc3cccc(C(F)(F)F)c3)CC2)n[nH]1 do in these assays?
ERAP1 inh: -3; PGC1a acetyl inh: -2; E-selectin induc: 0.8; RAD52 inh: -12; RAD54 branch: 6; Cneo AK release: 0; miR-122 sensor: -3; PglD inh: 3

Continued.
Results for N#CN=C(N)c1ccccc1 ?
PGC1a acetyl inh: 0; RAD54 branch: -6; Cneo AK release: -1; miR-122 sensor: 0; PglD inh: -2

Results for CC1CCN(C(=O)CSc2nnc(-c3ccco3)o2)CC1 ?
PGC1a acetyl inh: 7; E-selectin induc: 0.0; RAD52 inh: -9; RAD54 branch: -3; Cneo AK release: -1; miR-122 sensor: -2; PglD inh: 4

Results for CCCNC(=O)N1CC2(CN(CC3CCCCC3)C2)c2c(n(C)c3cc(OC)ccc23)[C@H]1CO ?
ERAP1 inh: -6; PGC1a acetyl inh: -1; E-selectin induc: 0.4; RAD52 inh: 10

What do the screens show for `Cc1cc(C)c(C#N)c(SCC(=O)N2CCN(Cc3ccccc3)CC2)n1`?
PGC1a acetyl inh: -33; RAD54 branch: -6; Cneo AK release: -1; miR-122 sensor: -1; PglD inh: 9

Results for O=C(/C=C/c1ccc(Cl)cc1)NCCN1CCOCC1 ?
PGC1a acetyl inh: -14; RAD54 branch: 7; Cneo AK release: 0; miR-122 sensor: -2; PglD inh: 2

How did Cc1noc(C)c1NC(=O)Nc1ccc2c(c1)CC(=O)N([C@H](C)CO)C[C@@H](C)[C@@H](CN(C)S(=O)(=O)c1cccs1)O2 do in these assays?
ERAP1 inh: 2; PGC1a acetyl inh: 0; E-selectin induc: 0.4; RAD52 inh: -2; RAD54 branch: -1; Cneo AK release: 0; miR-122 sensor: 22[16.7 µM]; PglD inh: 0

What do the screens show for `CO/N=C/NC(=O)NOCc1ncc(C(F)(F)F)cc1Cl`?
PGC1a acetyl inh: 13; RAD54 branch: 4; Cneo AK release: 4; miR-122 sensor: -2; PglD inh: -5

How did CCN(Cc1ccncc1)Cc1c(O)ccc2ccccc12 do in these assays?
ERAP1 inh: -2; PGC1a acetyl inh: 0; E-selectin induc: 4.4; RAD52 inh: -5; RAD54 branch: 1; Cneo AK release: -2; miR-122 sensor: 7; PglD inh: 1

What do the screens show for `Cc1c(Cl)cccc1NC(=O)CCN1CCN(CCO)CC1`?
ERAP1 inh: 1; RAD52 inh: -15; RAD54 branch: 1; Cneo AK release: -1; PglD inh: 3

What do the screens show for `CCC(=O)N1C[C@@H]2[C@H](c3ccccc31)[C@H](CO)N2C(=O)CC`?
ERAP1 inh: -1; PGC1a acetyl inh: -6; E-selectin induc: -0.2; RAD52 inh: 1; RAD54 branch: 10; Cneo AK release: -3; miR-122 sensor: 0[16.7 µM]; PglD inh: 7

Results for O=C1CN(S(=O)(=O)c2ccc(F)cc2)c2ccccc2N1 ?
ERAP1 inh: 0; PGC1a acetyl inh: 10; RAD52 inh: -1; RAD54 branch: 9; Cneo AK release: 1; miR-122 sensor: 7; PglD inh: 8

Results for Clc1ccc(CN(Cc2ccccc2)C(c2cccs2)c2nnnn2C2CCCC2)cc1 (stereo not drawn) ?
RAD54 branch: -3; Cneo AK release: 3; miR-122 sensor: 3; PglD inh: 3

Results for O=C1c2ccccc2C(=O)N1CCCCSc1nnc(-c2ccc(OC(F)F)cc2)o1 ?
PGC1a acetyl inh: 3; RAD54 branch: 7; Cneo AK release: -2; miR-122 sensor: 1; PglD inh: -2

What do the screens show for `COc1cccc(CSc2nnc(-c3ccncc3)n2C)c1`?
ERAP1 inh: -5; PGC1a acetyl inh: -14; RAD52 inh: 1; RAD54 branch: 8; Cneo AK release: 2; miR-122 sensor: -10; PglD inh: 5

What do the screens show for `Cc1ccc(S(=O)(=O)NCC[C@@H]2CC[C@H](NC(=O)c3cnccn3)[C@H](CO)O2)cc1`?
ERAP1 inh: -1; PGC1a acetyl inh: 0; E-selectin induc: -1.8; RAD52 inh: -2; RAD54 branch: 4; Cneo AK release: -1; miR-122 sensor: 13[16.7 µM]; PglD inh: 0

Results for O=C(c1ccccc1)N1[C@@H](CO)[C@@H](c2ccccc2)C12CN(Cc1nccs1)C2 ?
ERAP1 inh: -2; PGC1a acetyl inh: -5; E-selectin induc: 0.1; RAD52 inh: -1

What do the screens show for `CCOc1ccc(OCCC(=O)N(CC)CC(=O)Nc2ccccc2OC)cc1`?
ERAP1 inh: 3; PGC1a acetyl inh: 8; E-selectin induc: -2.3; RAD52 inh: -5; RAD54 branch: 5; Cneo AK release: -1; miR-122 sensor: -4; PglD inh: -6

How did COc1ccc(N=Nc2nc3cc(Br)c(Br)cc3n2C)c(OC)c1 do in these assays?
PGC1a acetyl inh: 16; E-selectin induc: -0.1; RAD54 branch: -8; Cneo AK release: -6; miR-122 sensor: 10; PglD inh: -5

Results for CCNC(=S)N(CCN(C)C)Cc1cc2cc3c(cc2[nH]c1=O)OCO3 ?
ERAP1 inh: -2; PGC1a acetyl inh: -8; RAD52 inh: -2; RAD54 branch: 6; Cneo AK release: 0; miR-122 sensor: 5; PglD inh: 1

How did O=C(NCC(c1ccco1)N1CCc2ccccc2C1)c1cccc(Br)c1 (stereo not drawn) do in these assays?
ERAP1 inh: -3; E-selectin induc: 0.4; RAD52 inh: -37; RAD54 branch: 7; Cneo AK release: -1; miR-122 sensor: 10; PglD inh: 5

Next part; the last 2 above are carried over.
Results for CCNC(=S)N(CCN(C)C)Cc1cc2cc3c(cc2[nH]c1=O)OCO3 ?
ERAP1 inh: -2; PGC1a acetyl inh: -8; RAD52 inh: -2; RAD54 branch: 6; Cneo AK release: 0; miR-122 sensor: 5; PglD inh: 1

How did O=C(NCC(c1ccco1)N1CCc2ccccc2C1)c1cccc(Br)c1 (stereo not drawn) do in these assays?
ERAP1 inh: -3; E-selectin induc: 0.4; RAD52 inh: -37; RAD54 branch: 7; Cneo AK release: -1; miR-122 sensor: 10; PglD inh: 5

What do the screens show for `Cc1ccc(S(=O)(=O)NNC(=S)Nc2ccccc2)cc1`?
PGC1a acetyl inh: -4; RAD54 branch: -2; Cneo AK release: 11; miR-122 sensor: 4; PglD inh: -2

Results for Cc1ccc(NC(=O)CN2C(=O)NC3(CCCc4ccccc43)C2=O)cc1S(=O)(=O)N1CCOCC1 (stereo not drawn) ?
ERAP1 inh: -4; PGC1a acetyl inh: -27; E-selectin induc: 1.3; RAD52 inh: -45; miR-122 sensor: 5

How did CC1CCCC(NC(=O)COC(=O)Cc2ccc(Cl)cc2)C1C (stereo not drawn) do in these assays?
ERAP1 inh: -1; PGC1a acetyl inh: 4; E-selectin induc: 0.5; RAD52 inh: -4; RAD54 branch: 2; Cneo AK release: 0; miR-122 sensor: -13; PglD inh: -3

Results for COc1ccc(-n2c(C)cc(C(=O)COc3ccc(-n4cnnn4)cc3)c2C)cc1 ?
PGC1a acetyl inh: -5; RAD54 branch: 2; Cneo AK release: -2; miR-122 sensor: 2; PglD inh: -3

What do the screens show for `COc1ccc(NC(=O)C2C3C=CC4(O3)C2C(=O)N(CCN2CCCCC2C)C4C(=O)NC2CCCC(C)C2C)cc1` (stereo not drawn)?
ERAP1 inh: 2; PGC1a acetyl inh: -7; RAD52 inh: -13; RAD54 branch: 2; Cneo AK release: 1; miR-122 sensor: -4; PglD inh: -3

Results for Nc1ccc2oc(-c3ccccc3Cl)nc2c1 ?
ERAP1 inh: -2; RAD52 inh: -14; RAD54 branch: -4; Cneo AK release: -6; miR-122 sensor: -21; PglD inh: -6

What do the screens show for `CCOC(=O)C1C(=O)OC(C)(C)C1C(C)C(=O)c1ccc(OC)cc1` (stereo not drawn)?
RAD54 branch: -15; Cneo AK release: 7; miR-122 sensor: -5; PglD inh: -2

Results for Oc1ccccc1CN(Cc1ccco1)CC(O)COCc1ccc(Cl)cc1 (stereo not drawn) ?
PGC1a acetyl inh: -6; RAD54 branch: -5; Cneo AK release: 7; miR-122 sensor: 7; PglD inh: -1

How did COc1ccc(C(=O)Nc2ccccc2N2CCCC2)cc1 do in these assays?
ERAP1 inh: -1; PGC1a acetyl inh: -4; RAD52 inh: -6; RAD54 branch: 2; Cneo AK release: -1; miR-122 sensor: 4; PglD inh: 3

How did Cc1ccn2c(C(=O)NNC(=O)Nc3ccc(Cl)cc3)c(C)nc2c1 do in these assays?
ERAP1 inh: 8; E-selectin induc: -0.1; RAD52 inh: -12; RAD54 branch: -2; Cneo AK release: -3; miR-122 sensor: -2; PglD inh: -3

Results for O=[N+]([O-])/C(=C\Nc1ccccc1)S(=O)(=O)c1ccccc1 ?
PGC1a acetyl inh: -4; RAD54 branch: -8; Cneo AK release: 5; miR-122 sensor: 9; PglD inh: -2

What do the screens show for `CCOc1ccc(N(CC(=O)N/N=C/c2cc([N+](=O)[O-])ccc2Cl)S(C)(=O)=O)cc1`?
PGC1a acetyl inh: -13; RAD54 branch: -1; Cneo AK release: 0; miR-122 sensor: -6; PglD inh: 2

How did O=C(Cc1c(F)cccc1Cl)Nc1ccc(S(=O)(=O)NCC2CCCO2)cc1 (stereo not drawn) do in these assays?
ERAP1 inh: 2; PGC1a acetyl inh: -15; RAD52 inh: -10; miR-122 sensor: 2
